Glioma ERSR ind – inducers of ER stress response in human glioma cells; Potency, µM, without a hit: top-dose activation, usual class: activators; AID 602332; 420,000 compounds, 0.02% hits; U87-MG GRP78 promoter luciferase reporter, 16 h; note: potency is the fitted concentration of half-maximal effect; series mostly up to about 76 µM; % of control where 0% means no effect; nearly all actives have a fitted effect of over 35% in size
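ERSR induction read as luciferase luminescence (Bright-Glo, 10 min at room temperature) in stably transfected human U87-MG glioma cells exposed to compounds for 16 h, using GRP78 as sensor.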
Vif-APOBEC3F blk – blocks the Vif interaction with APOBEC3F | HeLa A3F-eYFP + Vif (tagged APOBEC3F with the HIV-1 protein that degrades it), YFP fluorescence increase | Potency, µM (doses to about 46.1 µM), without a hit: top-dose activity, negative = active | 390,000 compounds, 0.2% hits; note: potency is the fitted concentration of half-maximal effect; % of control where 0% means no effect; nearly all actives have a fitted effect of over 65% in size
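HeLa cells stably expressing A3F-eYFP plus Vif, plated and incubated overnight at 37 deg C, then exposed to compounds overnight at 37 deg C. Blocked degradation read as raised yellow fluorescence (Ex 488/Em 500-530).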
D1 agonist – agonists of human D1 dopamine receptor; 360,000 compounds, 1% hits; HEK293 T-REx D1 cells, calcium flux, agonist mode; activation, % at 2 µM; in the data active = activation above about 30%; note: 0% is about no effect
Target sequence (P21728 whole entry, looked up): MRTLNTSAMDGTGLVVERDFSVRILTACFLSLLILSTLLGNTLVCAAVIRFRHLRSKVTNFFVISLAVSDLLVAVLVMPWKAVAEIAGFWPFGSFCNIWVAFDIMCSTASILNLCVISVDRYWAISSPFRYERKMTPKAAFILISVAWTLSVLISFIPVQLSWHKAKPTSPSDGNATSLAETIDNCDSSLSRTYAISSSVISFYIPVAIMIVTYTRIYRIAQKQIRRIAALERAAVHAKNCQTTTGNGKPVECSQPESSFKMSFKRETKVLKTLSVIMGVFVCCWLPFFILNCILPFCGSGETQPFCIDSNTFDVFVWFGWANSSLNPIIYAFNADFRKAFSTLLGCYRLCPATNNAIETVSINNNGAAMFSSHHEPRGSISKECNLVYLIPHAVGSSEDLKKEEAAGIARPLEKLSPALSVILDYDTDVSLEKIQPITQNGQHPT
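Agonism was scored from calcium flux recorded over 180 s (1 read/s) after pintool compound addition, following a 10-cycle baseline. Cells were inducible force-coupled HEK293 TREx D1, plated overnight at 30 C and loaded with no-wash calcium dye.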
LDHA block – blocks human lactate dehydrogenase A; 480,000 compounds, 0.15% hits; activity change, % (values are at about 110 or 230 µM); P00338; purified LDHA, NADH/diaphorase-resazurin fluorescence; active compounds read low; in the data active = activity change below about -30%; inconclusive = mostly about -25% to -30%;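 note: plate controls were DMSO wells for no effect and wells without enzyme for full effect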
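Enzyme activity of human lactate dehydrogenase 5 (2 nM; 0.06 mM NADH, 0.2 mM pyruvate, 5 min, RT) is measured via a resazurin/diaphorase fluorescence readout of residual NADH.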
Vif-A3G inh – Vif-A3G binding inhibition; Q9HC16; HeLa A3G-eYFP + Vif (tagged APOBEC3G with the HIV-1 protein that degrades it), YFP fluorescence, overnight; Potency, µM (titrated, usually from 46.1 µM), for inactives: at the top dose activity, negative = active, usual class: inhibitors; 410,000 compounds, 0.076% hits; AID 602310;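 note: potency is the fitted concentration of half-maximal effect; % is set by controls: 0 for no effect and ±100 for the full control effect; nearly all actives have a fitted effect of over 60% in size; hits raise eYFP signal because A3G escapes Vif-driven loss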
Target sequence (Q9HC16 whole entry, looked up): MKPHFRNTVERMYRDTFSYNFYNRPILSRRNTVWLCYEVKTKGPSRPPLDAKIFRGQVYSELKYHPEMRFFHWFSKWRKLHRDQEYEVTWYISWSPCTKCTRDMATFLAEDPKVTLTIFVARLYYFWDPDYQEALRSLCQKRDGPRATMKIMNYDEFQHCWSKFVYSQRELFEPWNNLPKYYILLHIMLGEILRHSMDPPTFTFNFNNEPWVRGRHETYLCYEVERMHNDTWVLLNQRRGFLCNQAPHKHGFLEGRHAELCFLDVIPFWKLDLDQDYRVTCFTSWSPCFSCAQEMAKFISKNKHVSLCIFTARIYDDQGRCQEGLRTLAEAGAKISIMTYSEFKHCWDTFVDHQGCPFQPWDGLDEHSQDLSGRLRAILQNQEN
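Read-out is eYFP fluorescence (Ex 488/Em 500-530) from Vif-expressing HeLa A3G-eYFP cells; more signal means A3G escaped Vif-mediated degradation. Cells plated overnight, compound pinned in, incubated overnight at 37 deg C.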
RXFP1 agonist – activates the human relaxin receptor RXFP1; Q9HBX9; HEK293T-RXFP1 cAMP TR-FRET, 30 min; response scale: percent of porcine relaxin response, buffer zero; Potency, µM (titrated, usually from 57.5 µM), for the others: at the highest dose activation, hits mostly activators; 370,000 compounds, 0.3% hits; note: potency is the fitted concentration of half-maximal effect; % is set by controls: 0 for no effect and ±100 for the full control effect; nearly all actives have a fitted effect of over 60% in size; many of its hits are not listed in these tables
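cAMP rise read by TR-FRET after 30 min, 37C compound exposure (up to 58 uM) in RXFP1-transfected HEK293 cells with Ro 20174 present. EC50 from Hill-equation fits, with 29 nM porcine relaxin as 100% and buffer as basal.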
D2 potentiator – positive allosteric modulators of human D2 dopamine receptor; 340,000 compounds, 0.34% hits; potentiation, % at 10 µM; HEK293 T-REx D2, calcium flux, EC20 dopamine potentiation; P14416;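 active = potentiation over 3 SD above the plate norm, cut at about 30% in these data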; note: 0% is about no effect
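Tetracycline-induced Hek293 Trex D2 cells, force-coupled to calcium, loaded with no-wash calcium dye. Compound added with 180 s kinetic read for agonism, then EC20 dopamine and a further 180 s read for potentiation.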
D1 antagonist – human D1 dopamine receptor antagonism. P21728. HEK293 TREx D1 cells, calcium flux, dopamine EC80; active compounds read low. AID 504652. 360,000 compounds, 3.2% hits. activity change, negative = inhibition, % at 10 µM; in the data active = activity change below about -30%; note: % is set by controls: 0 for no effect and ±100 for the full control effect
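Kinetic fluorescence of a calcium dye serves as the read-out. D1-expressing Hek293 Trex cells, induced overnight at 30 C, are exposed to compound for 180 s before an EC80 dopamine addition, then read 180 s further.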
D1 PAM – potentiators of human D1 dopamine receptor; 360,000 compounds, 0.036% hits; potentiation, % at 10 µM; P21728; HEK293 TREx D1 cells, calcium flux, dopamine EC20 potentiation; AID 504651; in the data active = potentiation above about 30%; note: 0% is about no effect
Starred values were filed as active, the others as inactive; ? = inconclusive; . = no result given; & = joins results of further samples. Unless noted, calls come from the whole dose curve; as a rule, active = well fitted curve in the direction sought with a large enough effect; inconclusive = small, poorly fitted or top-dose-only effect, or another doubt; inactive = no such curve, though single readings can be large; an effect the other way counts as inactive or inconclusive. Only part of the results is shown; rates above refer to the full screens.

D1 antagonist | D2 potentiator | Vif-A3G inh | LDHA block | RXFP1 agonist | D1 agonist | Glioma ERSR ind | D1 PAM | Vif-APOBEC3F blk | mol
-8 | -10 | -6% | -2 | -4.3% | -1 | 0% | -4 | 2% | O=C(Nc1ccccc1Br)c1cc[n+]([O-])cc1
1 | 1 | 0% | -2 | -2.9% | 1 | 0% | 5 | 0% | CC1CN(C(=O)/C=C/c2ccccc2Cl)CC(C)O1 (centres undefined)
-2 | -21 | 0% | -14 | -4.3% | 3 | -3% | 3 | 9% | COc1cc(OC)c(S(=O)(=O)NC(C)C)cc1S(=O)(=O)NC(C)C
15 | 3 | 1% | -6 | -1.4% | 0 | -6% | -1 | -8% | CCCCOCCCN1CC(=O)N2C(C)c3[nH]c4ccccc4c3C[C@H]2C1=O (some centres undefined)
4 | -5 | 3% | -6 | 1.8% | 1 | -2% | 1 | 0% | COc1ccc(S(=O)(=O)N2CCN(CC(=O)Nc3ccccc3OC)CC2)cc1
-3 | 6 | 3% | -10 | -0.3% | 1 | 2% | -1 | 6% | COc1ccc(NC(=O)c2ccc(S(=O)(=O)N(C)C)cc2)cc1
-3 | -1 | 2% | -3 | 0.1% | 1 | -6% | -9 | 8% | COc1ccc(C(=O)NC(=S)N2CCN(c3ccccc3OC)CC2)cc1OC
9 | -12 | -3% | -3 | 0.0% | 1 | -4% | 13 | -5% | C/C=C(\C)CN1CCC(n2nccc2NC(=O)CCCc2ccccc2)CC1
-25 | 4 | 0% | 0 | 0.4% | 13 | 6% | -6 | 0% | CCc1nc(SCc2ccc(OCC(C)C)cc2)n[nH]1
-18 | 21 | 0% | -4 | -0.4% | -1 | 11% | -4 | -4% | Cc1nn(-c2ccccc2)c(C)c1/C=N/N1CCN(c2ccccc2)CC1
-2 | -3 | 0% | 0 | 2.6% | 1 | -3% | -4 | 0% | COc1cccc(C(=O)N2CCN=C2SC)c1
-5 | -1 | 3% | -6 | 1.4% | 4 | -4% | -3 | 1% | CCCc1cc(=O)[nH]c(SCC(=O)N2CCN(S(=O)(=O)c3ccccc3)CC2)n1
-7 | 11 | 0% | 0 | 0.6% | 6 | 1% | -3 | 3% | CCc1cc(C(=O)N2CCCC(CO)(Cc3ccc(F)cc3)C2)n(C)n1 (centres undefined)
-11 | 11 | 1% | -2 | -1.1% | 1 | -2% | 1 | -18% | COC(=O)C1CCN(c2ccc(C(N)=O)cc2[N+](=O)[O-])CC1
-32* | -20 | ? | 4 | 10% | 8 | -12% | -7 | 14% | COc1ccc2[nH]c3c(N4CCc5ccccc5C4)ncnc3c2c1
-6 | 3 | 6% | -1 | 2.0% | 5 | -3% | -5 | -5% | COc1ccc(OC2C(=O)N(CCc3ccc(OC)c(OC)c3)C2c2ccc3c(c2)OCO3)cc1 (centres undefined)
0 | 6 | 2% | 0 | 1.9% | 1 | 2% | 2 | 15% | O=C(c1cc2ccccc2o1)N1CCC(N2CCC(C(=O)N3CCCC3)CC2)CC1
-8 | 2 | -1% | -4 | 1.1% | 2 | -5% | -2 | -8% | CC1Cc2ccccc2C(=O)N1 (centres undefined)
29 | -1 | 1% | 5 | 2.1% | 1 | -3% | -6 | -7% | COCCCn1c(C)nnc1SCC(=O)NCc1ccco1
5 | 6 | 0% | -1 | -0.8% | 5 | 0% | 1 | 0% | COc1ccc(N(CC(=O)O)S(=O)(=O)c2c(C)n[nH]c2C)cc1
-10 | 1 | 2% | 1 | 18% | 6 | -2% | 2 | 3% | Cc1sc2ncnc(OCc3nnc(-c4cccs4)o3)c2c1C
10 | -4 | 0% | -5 | -1.4% | 3 | -3% | 2 | 8% | CCOC(=O)/C(C#N)=C\C1=C(N2CCOCC2)CC(C)(C)OC1
-1 | 5 | -3% | -3 | 0.2% | 8 | -2% | -3 | -5% | Cc1ccc(C)c(CSc2nnc(-c3ccccn3)n2N)c1
-12 | -1 | -2% | -3 | -0.5% | 2 | -1% | 0 | 0% | COc1ccc(C(=O)NCCc2ccccc2F)cc1OC1CCN(C(C)=O)CC1
. | . | 1% | 0 | . | . | 4% | . | -2% | Cc1ccc(C(=O)Nc2cccc3cccnc23)cc1Br
-21 | 6 | -1% | -1 | 2.2% | 0 | 4% | -2 | -4% | O=C(c1cc(=O)c2ccccc2o1)N1CCCc2ccccc21
12 | 8 | 0% | 2 | 5.2% | 0 | -4% | 3 | ? | Cc1ccccc1OCC(=O)Nc1ccccc1OCc1cc(=O)n2ccccc2n1
0 | 9 | 2% | -3 | 4.8% | 2 | -1% | -8 | -6% | Cc1c(-c2ccccc2)c(P(=O)(N2CCOCC2)N2CCOCC2)c2ccccn12
-11 | -6 | -3% | -20 | 5.4% | 0 | 0% | -4 | 3% | CCN(CC)C(=O)COc1ccc2c(c1)C(=O)CC(C)(C)O2
0 | 2 | 2% | 0 | 3.0% | 1 | -3% | -2 | -2% | CC(C)[C@H](NC(=O)[C@@H]1Cc2ccccc2CN1C(=O)OC(C)(C)C)C(=O)NCC1CCC(C(=O)O)CC1 (some centres undefined)
-16 | -18 | -2% | -5 | -4.8% | 2 | 3% | 0 | 2% | CCOC(=O)c1c(C)[nH]c(C)c1S(=O)(=O)N1CCN(c2ccc([N+](=O)[O-])cc2)CC1
-10 | 0 | -2% | -4 | 0.4% | 9 | 9% | -3 | -13% | Cc1ccc(NC(=O)C2C3/C=C\CCCCC32)cc1 (centres undefined)
7 | 5 | 2% | -1 | -0.3% | 8 | 1% | 3 | -22% | CCn1cc(CN2CCN(Cc3ccsc3)C(CCO)C2)cn1 (centres undefined)
-12 | -9 | -3% | -3 | -1.6% | -1 | -4% | -4 | ? | N#Cc1ccccc1NC(=S)Nc1ccc(F)cc1
-3 | . | -8% | -1 | 2.5% | 1 | -3% | -7 | 6% | Cc1ccc(C2c3[nH]c4ccccc4c3C[C@H]3C(=O)N(c4ccccc4C(=O)NCCN4CCOCC4)C(=O)N23)cc1 (some centres undefined)
-6 | 24 | -2% | -4 | 0.6% | 0 | -3% | 2 | -2% | COC(=O)C1CCN(CC(=O)Nc2sc3c(c2C#N)CCC3)CC1
2 | 1 | 0% | -4 | 0.2% | 4 | -3% | -1 | -2% | CCNc1nc(NOC)nc(OCC#N)n1
. | . | 0% | -15 | . | . | -2% | . | 6% | COc1ccc(CNC(=O)C[C@H]2C[C@H](C(=O)N3CCOCC3)[C@@]3(CCC4CCCC4)c4[nH]c5cc(-c6ccco6)ccc5c4CCN3C2=O)cc1OC
-8&-3 | 0&1 | 0%&-1% | 0&3 | 1.6%&1.1% | -1&0 | -4%&-1% | 5&0 | 2%&1% | COc1cccc(N2CCN(C(=O)CCS(=O)(=O)c3ccc4c(c3)oc(=O)n4C)CC2)c1
0 | 2 | 3% | -3 | 0.0% | 0 | -5% | 1 | -5% | CC(=O)Nc1cccc(OCC(=O)NS(=O)(=O)c2ccc(Cl)cc2)c1
. | . | -3% | 0 | . | . | 1% | . | 1% | Cc1ccn2c(=O)c(NC(=O)c3ccc4c(c3)OCO4)c(C)nc2c1
-7 | 15 | ? | 5 | 0.1% | 1 | 1% | -5 | 25µM* | O=C(/C=C/c1ccncc1)c1cc(Cl)ccc1O
2 | -1 | -4% | -6 | 7.1% | 3 | -2% | 2 | . | Cc1ccc(C)c(S(=O)(=O)N2CCN(CC(=O)NC(=O)NCc3ccccc3)CC2)c1
-5 | -5 | 2% | 0 | 0.1% | 3 | -3% | 0 | 3% | Nc1nonc1-c1nc2ccccc2n1Cc1cccc(Cl)c1
0 | 6 | 0% | -6 | 1.3% | 5 | -1% | -12 | -10% | COc1cc(C)c(NC(=O)COc2ccc3c(c2)OCO3)cc1C
1 | 24 | -8% | -3 | 6.7% | 0 | 3% | 1 | -16% | O=C(CSc1nc2nc(-c3cccs3)cc(C(F)(F)F)c2c(=O)[nH]1)C(F)(F)F
-7 | 5 | 1% | -6 | 3.1% | 1 | -3% | 1 | 4% | Cc1ccc(N2C(=O)NC(C(F)(F)F)(C(F)(F)F)C3=C2CC(C)(C)CC3=O)cc1
1 | 5 | -1% | 1 | 2.5% | 2 | -4% | 1 | 3% | O=C1CCSc2ccc(Cl)cc2N1Cc1ccccc1
-10 | -9 | 4% | -7 | -0.4% | 8 | -4% | -4 | 8% | Cc1cccc(C)c1-n1nnnc1SCC(=O)N1CCNC1=O
10 | -29 | 1% | 3 | 0.9% | -2 | -5% | -10 | 5% | O=C1/C(=C\c2ccc(-c3ccccc3[N+](=O)[O-])o2)C(c2ccccc2)=NN1c1ccccc1
-12 | 5 | 0% | -2 | -1.2% | 2 | 2% | 5 | -6% | CC(C)Cn1c(/C=N/Nc2nc3ccccc3[nH]2)nc2ccccc21
. | . | 4% | -10 | . | . | -5% | . | 0% | O=C(CNC(=O)OCc1ccccc1)NC1(C(=O)O)CCCC1
3 | 3 | -3% | -3 | -0.4% | 8 | -6% | 5 | -8% | N#C/C(=C\c1ccc(-c2ccccc2)cc1)c1nc(-c2ccco2)cs1
28 | 10 | 2% | -2 | 0.9% | 7 | -3% | -1 | -23% | Cc1[nH]n(-c2ccccc2)c(=O)c1N=Nc1c(Cl)cccc1Cl
1 | -10 | . | . | 5.6% | 1 | . | -4 | . | O=C(Nc1nnc(-c2ccccc2Cl)o1)c1cc2cc([N+](=O)[O-])ccc2s1
-6 | 0 | 1% | -4 | -0.2% | 2 | -3% | -1 | 2% | CCC(C)[C@H](NC(=O)[C@@H]1CSC2c3ccccc3C(=O)N21)C(=O)NCc1ccco1 (some centres undefined)
1 | -26 | -1%&2% | 2 | -3.6% | 0 | -6%&-3% | 0 | -3% | CC(C)C[C@@H](CN=[N+]=[N-])N1CCN(CC(C)C)CCC1=O
4 | 5 | 0% | -2 | -2.3% | -1 | -6% | -3 | -8% | CCOc1cc(S(=O)(=O)N2CCN(S(=O)(=O)CC)CC2)c(OCC)cc1-n1cnnn1
. | . | 3% | -6 | . | . | -1% | . | 3% | O=C(NCCCn1ccnc1)c1ccc(-c2cccc(C(F)(F)F)c2)o1

Source: PubChem (National Center for Advancing Translational Sciences (NCATS))
